GCN5L2 inh = inhibitors of human GCN5L2 histone acetyltransferase | GCN5L2 HAT assay, ThioGlo1 CoA-SH fluorescence | Potency, µM (highest dose often 58.9 µM), without a hit: at the highest dose activity change, negative = inhibition, hits mostly inhibitors | actives 0.21% (n = 390,000) | AID 504327
Target sequence (Q92830 whole entry, looked up): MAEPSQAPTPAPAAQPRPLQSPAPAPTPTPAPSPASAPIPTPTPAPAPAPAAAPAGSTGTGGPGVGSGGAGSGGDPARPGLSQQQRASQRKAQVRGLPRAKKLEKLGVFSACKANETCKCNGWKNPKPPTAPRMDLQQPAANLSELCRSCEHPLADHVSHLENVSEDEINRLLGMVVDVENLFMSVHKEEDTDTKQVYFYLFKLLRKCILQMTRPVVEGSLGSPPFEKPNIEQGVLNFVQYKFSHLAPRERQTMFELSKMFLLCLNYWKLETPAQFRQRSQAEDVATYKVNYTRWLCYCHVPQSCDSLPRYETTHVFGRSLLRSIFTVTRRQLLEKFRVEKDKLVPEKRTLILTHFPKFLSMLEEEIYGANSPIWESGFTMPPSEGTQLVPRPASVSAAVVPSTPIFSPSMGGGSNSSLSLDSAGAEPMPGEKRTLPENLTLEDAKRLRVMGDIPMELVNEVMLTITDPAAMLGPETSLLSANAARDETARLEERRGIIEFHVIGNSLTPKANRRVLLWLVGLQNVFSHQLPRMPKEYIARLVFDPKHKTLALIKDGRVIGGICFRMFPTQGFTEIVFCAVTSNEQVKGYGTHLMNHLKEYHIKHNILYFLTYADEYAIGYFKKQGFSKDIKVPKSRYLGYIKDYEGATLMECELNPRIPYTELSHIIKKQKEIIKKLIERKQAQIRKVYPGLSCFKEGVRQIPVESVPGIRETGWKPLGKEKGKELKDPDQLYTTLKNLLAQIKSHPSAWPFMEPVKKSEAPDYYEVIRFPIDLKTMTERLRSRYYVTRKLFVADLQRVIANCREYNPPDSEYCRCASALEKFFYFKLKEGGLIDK
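Free CoA generated was detected with ThioGlo1 (50uM) fluorescence at Ex340nm/Em540nm, read immediately and after 20 min at room temperature. Enzyme, 20 nM in HEPES pH 7.5 buffer, saw compounds 15 min before adding 75uM H3(1-25) peptide and 70uM acetyl-CoA.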
TDP1 cell CPT = growth inhibition of DT40 Tdp1-/-;hTDP1 cells with camptothecin (screen for TDP1 inhibitors) | actives 12% (n = 420,000) | chicken DT40 Tdp1-/-;hTDP1 cells + 20 nM CPT, ATP luminescence, 48 h | Potency, µM (top dose mostly 46.2 µM), for inactives: at the top dose activity change, negative = growth inhibition, most hits filed as inhibitors | AID 686979; further: nearly all actives have a fitted effect of over 55% in size
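Cell growth measured by CellTiter-Glo luminescence after a minimum 48 h, 37 C compound exposure with 20 nM CPT in Tdp1-knockout DT40 cells stably expressing hTDP1, seeded 400/well; qHTS titration format.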
TDP1 cell noCPT = qHTS for Inhibitors of human tyrosyl-DNA phosphodiesterase 1 (TDP1): qHTS in cells in absence of CPT. AID 686978, 2013. DT40 Tdp1-/- hTDP1 cells, no CPT, ATP luminescence, 48 h. actives 15% (n = 420,000). Potency, µM (doses to about 46.2 µM), without a hit: at the highest dose activity change, negative = growth inhibition, most hits filed as inhibitors; further: nearly all actives have a fitted effect of over 55% in size
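Seeded 400 DT40-hTDP1 cells/well (vehicle DMSO, no 20 nM CPT); pinned compounds; ≥48 hr at 37 °C; CellTiter-Glo luminescence as viability measure.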
Active calls of the source: *; ? = inconclusive; . = no result given; & = joins results of further samples. The call rests on the fitted dose curve; in most records, active means well fitted curve in the direction sought with a large enough effect; inconclusive means small, poorly fitted or top-dose-only effect, or another doubt; inactive means no such curve, though single readings can be large; an effect the other way counts as inactive or inconclusive. On the % scale 0 is the no-effect control and ±100 the full control effect; potency means the concentration at half of the fitted maximal effect. This is a subset; count on the stated rates, not on these rows.

Below each compound – GCN5L2 inh, TDP1 cell CPT, TDP1 cell noCPT
Cc1cc(C)nc(NS(=O)(=O)c2ccc(NC(=O)c3snnc3C)cc2)n1
 : -6%, -2%, 19%
Cc1cc(C)c(S(=O)(=O)N2CCOCC2)cc1NS(=O)(=O)c1cc(OCC(N)=O)c(C)cc1Cl
 : -22%, -8%, 8%
CN(CCN1CCc2ccccc2C1)Cc1nc(-c2ccc3c(c2)OCO3)no1
 : 12%, -1%, -28%
COc1ccc(OC)c(NC(=O)c2nnn(CCc3ccccc3)c2N)c1
 : -6%, 3%, -5%
CC(Oc1ccccc1)C(=O)N1CCN(c2ccc(N3CCOCC3)nn2)CC1 (centres undefined)
 : -9%, 11%, -13%
CN1CCN(C2=Cc3ccccc3Sc3cc(F)c(Cl)cc32)CC1
 : -2%, ?, 29µM*
CCn1c(O)c(/C=C2\C=Nc3ccccc32)sc1=O
 : -24%, -16%, -11%
CCCNC(=O)c1ccc(-c2nc3ccccc3s2)s1
 : -24%, ?, 10µM*
COc1cc(/C=N/NC(=O)c2cc(-c3ccccc3)sc2N)cc(OC)c1OC
 : -23%, 16µM*, 16µM*
Cc1cccc(Nc2nc3c(c(=O)n(C)c(=O)n3C)n2Cc2ccccc2)c1
 : -8%, -16%, -1%
N#Cc1ccccc1S(=O)(=O)N1CCN(CC(O)CN2CCOCC2)CC1 (centres undefined)
 : -3%, -7%, 15%
COc1ccc(OC)c(C(=O)c2coc3ccc(OC(C)=O)cc23)c1
 : 0%, -22%, ?
CCCOn1nnnc1-c1ccccc1
 : 3%, 14%, -4%
CCOc1[nH]n(-c2ccccc2)c(=O)c1C=Nc1ccc(Cl)cc1
 : 21%, ?, 15µM*
CCc1ccc(NS(=O)(=O)c2ccc3c(c2)CCN3C(=O)CCC(=O)O)cc1
 : 0%, 0%, 14%
CCc1cc(C(=O)N2CCc3c([nH]c4ccccc34)C2c2ccc(OC)cc2F)no1 (centres undefined)
 : -3%, ?, 23µM*
COc1cc([N+](=O)[O-])ccc1NC(=O)CC(C)C
 : -1%, -1%, 9%
CCOC(=O)c1c(-c2ccc(C)o2)csc1NC(=S)NC(=O)c1ccccc1Br
 : -8%, 16µM*, ?
CC(=O)Nc1ccc(NC(=O)CSc2ccc(C(F)(F)F)cc2[N+](=O)[O-])cc1
 : 2%, 15%, -2%
Cc1cc2oc(C(=O)Nc3ccc(S(=O)(=O)N4CCC(C)CC4)cc3)cc(=O)c2cc1C
 : -2%, -3%, -8%
COCCNC(=O)C(=O)NCCN1CCNCC1
 : 0%, 0%, 3%
Cc1ccc(CNC(=O)C(C)n2nc(C)n3c(cc4sccc43)c2=O)cc1 (centres undefined)
 : -3%, -24%, -29%
O=C(Nc1ccc(F)cc1F)c1csc(-c2ccncc2)n1
 : -2%, 20%, -5%
CCOC(=O)C1=C(N)N(c2ccccc2Oc2ccccc2)C(=O)C1
 : -4%, -18%, ?
COc1ccc(-c2c(C)n([O-])c(C)c(C)[n+]2=O)cc1
 : -4%, -5%, ?
COc1ccc(Oc2cnn(-c3ccccc3)c(=O)c2Br)cc1
 : -13%, ?, ?
O=C(Nc1cccc(F)c1)C1CCCN1C(=O)OCc1ccccc1 (centres undefined)
 : -1%, -12%, -3%
CCOC(=O)N1CCC(n2c(SCC(=O)NCCc3ccc(S(N)(=O)=O)cc3)nc3ccccc3c2=O)CC1
 : -8%, 17%, -12%
CC(C)(O)C#Cc1ccc(C(=O)Nc2ccc3c(c2)OCO3)s1
 : -6%, ?, -15%
COc1ccc(NC(=O)COC(=O)c2cnccn2)cc1Cl
 : 0%, -7%, 1%
CC1=NNC(=O)/C1=C\c1cn(-c2ccccc2)nc1-c1ccc(F)cc1
 : -4%, 3.7µM*, 1.5µM*
CC(C)(C)NC(=O)C1CCC(CNc2c(N3CCCCC3)c(=O)c2=O)CC1 (centres undefined)
 : -18%, 3%, 14%
O=C(NCCc1ccccc1)C1CCN(S(=O)(=O)c2ccc(Br)s2)CC1
 : 0%, ?, ?
c1ccc(-c2csc3ncnc(NCC4COc5ccccc5O4)c23)cc1 (centres undefined)
 : -7%, 0.73µM*, 0.92µM*
Cc1ccc(OCCNCc2ccccc2)c(C)c1
 : -10%, ?, ?
CC1(Oc2cccc(F)c2)CCN(Cc2ccc3ccccc3c2)C1 (centres undefined)
 : ., ?, ?
CC(C)NC(=O)Cn1nc(N2CCN(c3ccccc3)CC2)ccc1=O
 : 1%, -3%, 2%
CC(C)(C)OC(=O)N[C@H]1C=C[C@H](OC(=O)CC(=O)OCC(F)(F)F)C1
 : -3%, -5%, 7%
Cc1cc(C)cc(NC(=O)c2ccc3nc[nH]c3c2)c1
 : -4%, -1%, -20%
O=C(CSc1nnnn1-c1ccc2c(c1)OCO2)NCc1cccs1
 : -11%, -20%, -24%

4 entries from above, field by field.
canonical_smiles: O=C(Nc1cccc(F)c1)C1CCCN1C(=O)OCc1ccccc1 (centres undefined)
  GCN5L2 inh: -1%; TDP1 cell CPT: -12%; TDP1 cell noCPT: -3%

canonical_smiles: CCOC(=O)N1CCC(n2c(SCC(=O)NCCc3ccc(S(N)(=O)=O)cc3)nc3ccccc3c2=O)CC1
  GCN5L2 inh: -8%; TDP1 cell CPT: 17%; TDP1 cell noCPT: -12%

canonical_smiles: CC(C)(O)C#Cc1ccc(C(=O)Nc2ccc3c(c2)OCO3)s1
  GCN5L2 inh: -6%; TDP1 cell CPT: ?; TDP1 cell noCPT: -15%

canonical_smiles: COc1ccc(NC(=O)COC(=O)c2cnccn2)cc1Cl
  GCN5L2 inh: 0%; TDP1 cell CPT: -7%; TDP1 cell noCPT: 1%

Record cards, from the list above.
`COc1cc(/C=N/NC(=O)c2cc(-c3ccccc3)sc2N)cc(OC)c1OC` as listed: GCN5L2 inh = -23%; TDP1 cell CPT = 16µM*; TDP1 cell noCPT = 16µM*
`Cc1cccc(Nc2nc3c(c(=O)n(C)c(=O)n3C)n2Cc2ccccc2)c1` as listed: GCN5L2 inh = -8%; TDP1 cell CPT = -16%; TDP1 cell noCPT = -1%

3 compounds picked at random from those above:
Below each compound – GCN5L2 inh, TDP1 cell CPT, TDP1 cell noCPT
COCCNC(=O)C(=O)NCCN1CCNCC1
 : 0%, 0%, 3%
Cc1ccc(CNC(=O)C(C)n2nc(C)n3c(cc4sccc43)c2=O)cc1 (centres undefined)
 : -3%, -24%, -29%
c1ccc(-c2csc3ncnc(NCC4COc5ccccc5O4)c23)cc1 (centres undefined)
 : -7%, 0.73µM*, 0.92µM*

Next compounds follow:
Below each compound – GCN5L2 inh, TDP1 cell CPT, TDP1 cell noCPT
COc1cccc(NC(=O)CSc2nc(=O)n(Cc3ccncc3)c3c2CCCC3)c1
 : 3%, -21%, 0%
Cc1ccc(-n2c(CCc3ccccc3)nnc2SCC(=O)NCc2ccccc2)cc1C
 : -13%, ?, 23µM*
COc1ccc(OC)c(NC(=O)c2ccc(CSc3ncccn3)cc2)c1
 : 3%, 5%, -3%
CN(C)S(=O)(=O)c1ccc(C(=O)Nc2ccc(F)cc2F)cc1
 : -3%, 12%, -17%
C/C(=N\NC(=O)COc1ccc(C#N)cc1)c1ccccc1OC(F)F
 : 12%, -21%, ?
Cc1ccc(S(=O)(=O)N2CCCC(N3CCOCC3)C2)cc1Cl (centres undefined)
 : -2%, -24%, 6%
O=C(Nc1nccs1)c1cc2c(s1)-c1ccccc1OC2
 : -1%, ?, ?
O=C(COC(=O)c1ccc(Cl)c(S(=O)(=O)N2CCCCCC2)c1)Nc1ccccc1
 : -10%, -26%, -25%
COCCNC(=O)CN(c1ccc(F)cc1)S(=O)(=O)c1ccc2c(c1)OCCO2
 : 1%, -6%, -13%
O=c1cc(N2CCc3ccccc32)[nH]c(=O)n1-c1ccccc1
 : -5%, 2%, -12%
O=C(c1ccc(N2CCCC2=O)cc1)N1CCN(c2cccc(C(F)(F)F)c2)CC1
 : -3%, 16µM*, 23µM*
COc1ccc(Cl)cc1N(CC(=O)NCc1ccccn1)S(=O)(=O)c1ccc(C)cc1
 : ., ?, ?
CCCCN(C(=O)CCn1c(=O)oc2ccccc21)c1ccccc1
 : ?, 18µM*, ?
CCCCOc1ccc(C(=O)N2CCN(CC(=O)Nc3ccc(C)cc3)CC2)cc1OC
 : -3%, ?, ?
Cn1c(=NC(=O)c2ccc(S(=O)(=O)N3CCCC3)cc2)sc2cc(F)ccc21
 : 6%, -30%, -17%
CCn1c(CCNC(=O)c2ccc(Cl)c(Cl)c2)nnc1SCCOc1ccc(OC)cc1
 : -4%, ?, ?
C[C@H](CO)N1C[C@H](C)[C@@H](CN(C)C(=O)Nc2ccc(C(C)(C)C)cc2)OCc2cnnn2CCCC1=O
 : ., -21%, ?
O=C(O)c1cccnc1Oc1ccccc1
 : -7%, -1%, 2%
Cc1cc(Br)cn2cc(C(=O)O)nc12
 : -4%, 1%, 2%
Cc1ccn2c(=O)nc(SCC(=O)NCc3ccco3)nc2c1
 : -14%, -6%, -11%
CC(C)OC(=O)CSc1nnc(CNc2nc(-c3ccccc3)cs2)n1C
 : 1%, -15%, -25%
Cc1ccc(-n2cc(CN(C)Cc3nccn3C)c(-c3ccc(F)cc3)n2)cc1
 : -12%, ?, ?
Cc1cc(OCC(=O)Nc2ccc3oc(-c4ccncc4)nc3c2)ccc1Cl
 : ., -24%, -10%
O=C(NCc1ccccc1)C(c1cccnc1)N(C(=O)c1csnn1)c1ccc(F)cc1 (centres undefined)
 : 0%, 0%, -3%
O=S(=O)(NNc1ncc(C(F)(F)F)cc1Cl)c1ccccc1
 : 0%, 16µM*, ?
CS(=O)(=O)c1ccc(C(=O)OCC(=O)Nc2cc(C(F)(F)F)ccc2Cl)cc1[N+](=O)[O-]
 : ., 11µM*, ?
O=C(NCCc1ccncc1)C12CC3CC(CC(C3)C1)C2
 : 0%, ?, ?
O=C(Nc1ccc(Br)cn1)c1cccc(-c2cc3ccccc3oc2=O)c1
 : -8%, ?, ?
CC(C)CN1CCC1(C)C(=O)Nc1cc(-c2ccccc2)nn1C (centres undefined)
 : ., ?, ?
NC(N)=N/N=C(\N=Nc1ccccc1)c1ccc(Cl)cc1
 : ., 13µM*, 13µM*
CCN(c1ccc(OC)cc1)S(=O)(=O)c1cc(-c2cc(C)no2)ccc1C(C)C
 : -13%, ?, 21µM*
N#Cc1cc2c(nc1SCC(O)CS(=O)(=O)Cc1ccccc1)CCCC2 (centres undefined)
 : -3%, ?, ?
CCOC(=O)CSc1nc2c([nH]c3ccccc32)c(=O)n1-c1ccc(OCC)cc1
 : -8%, -27%, -28%
Cc1cccc(C)c1NC(=O)C(c1cc2ccccc2o1)N1CCC(c2ccccc2)CC1 (centres undefined)
 : ., 16µM*, 15µM*
O=C(c1ccccc1Oc1ccc(C(F)(F)F)cc1[N+](=O)[O-])N1CCOCC1
 : 4%, -5%, 16%
COc1ccccc1C(=O)Nc1nc2ccccc2s1
 : -3%, 16µM*, 10µM*
C[C@H](CO)N1C[C@H](C)[C@H](CN(C)C(=O)Nc2ccc(F)cc2)OCc2cnnn2CCCC1=O
 : ., -12%, 0%
CC(=O)Nc1ccc(C(=O)OCC(=O)N(C)C2CCCCC2)cc1
 : -6%, 24%, -3%
CCCN1CCN(CCCNC(=O)C(CC)n2nc(C)n3c(cc4occc43)c2=O)CC1 (centres undefined)
 : 1%&-4%, -4%&4%, 8%&5%
CC(=O)c1cn(CC(=O)Nc2ccccc2)c2ccccc12
 : 0%, 15µM*, 13µM*
COc1ccc(NC(=O)Cn2nnc(-c3ccccc3F)n2)cc1Cl
 : -17%, ?, -24%
Cc1cc(-c2ccco2)n2c(nc3ccccc32)c1C#N
 : ?, ?, ?
CC(=O)Nc1ccc(-c2ccnc3c2CC(C(=O)NCCC(F)(F)F)O3)cc1 (centres undefined)
 : ., 13µM*, 15µM*
C=CCC[C@@H](Cc1ccc(F)cc1)C(=O)OC[C@H](Cc1c[nH]c2ccccc12)NC(=O)[C@H](CC=C)CC(=O)NCCO
 : -4%, ?, ?
Cc1ccc(-c2csc3ncnc(Sc4nnnn4-c4ccccc4)c23)cc1
 : ., 7.1µM*, 5.6µM*
CCN(CC(=O)Nc1c(F)cccc1F)C(=O)c1nc2nc(C)cc(C)n2n1
 : -2%, 4%, 3%
CN(C)c1ccc(N=Nc2ccccc2Br)cc1
 : -1%, -14%, 0%

Bioassay records from PubChem BioAssay.
